Bioassay records: PubChem BioAssay, The Scripps Research Institute Molecular Screening Center
CHRM4 antagonist: CHRM4 antagonism in calcium assay. P08173. CHO-hM4 cells, ACh EC80, Fluo-8 calcium fluorescence. inhibition, % at 3 µM. actives 0.73% (n = 360,000);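 active means inhibition above its plate's cutoff, the mean inhibition of sample wells plus 3 SD, cut at about 27% in these data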;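 further: 0% = acetylcholine EC80 with DMSO and 100% = DMSO without agonist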
M5 ag: CHRM5 agonism in calcium assay. P08912. CHO-K1 hM5 cells, Fluo-8 calcium fluorescence; 0% DMSO wells, 100% maximal acetylcholine response. activation, % at 3 µM. actives 0.19% (n = 360,000). AID 624037;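 active means activation above the run's mean over test compounds plus 3 SD, cut at about 23% in these data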;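 further: signal is peak over basal fluorescence ratio across the kinetic read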
Target sequence (P08912 whole entry, looked up): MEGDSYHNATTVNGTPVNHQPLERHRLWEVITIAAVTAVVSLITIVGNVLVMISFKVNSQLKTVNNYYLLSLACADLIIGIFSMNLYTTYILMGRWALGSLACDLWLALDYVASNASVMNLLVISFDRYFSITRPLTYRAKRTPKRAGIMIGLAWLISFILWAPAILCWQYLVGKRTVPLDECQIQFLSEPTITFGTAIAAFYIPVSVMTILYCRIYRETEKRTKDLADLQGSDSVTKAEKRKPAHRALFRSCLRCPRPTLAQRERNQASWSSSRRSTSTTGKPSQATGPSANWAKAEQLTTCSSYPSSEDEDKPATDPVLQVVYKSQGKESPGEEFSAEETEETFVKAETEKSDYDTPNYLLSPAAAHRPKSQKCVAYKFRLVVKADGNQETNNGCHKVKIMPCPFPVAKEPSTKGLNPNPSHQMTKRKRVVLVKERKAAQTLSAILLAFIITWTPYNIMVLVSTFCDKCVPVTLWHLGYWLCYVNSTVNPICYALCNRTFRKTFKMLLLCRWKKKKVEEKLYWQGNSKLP
CHRM4 agonist: CHRM4 agonism in calcium assay; actives 0.14% (n = 360,000); activation, % at 3 µM; AID 624127; P08173; CHO-K1 hM4/Gqi5, Fluo-8 calcium fluorescence; vehicle 0%, full acetylcholine response 100%;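 active means activation above the run mean over all test wells plus 3 SD, cut at about 32% in these data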;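 further: peak over basal fluorescence ratio per well then scaled between controls; 0% = DMSO wells and 100% = acetylcholine at EC100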
M1 ag parental: M1 agonist counterscreen hit in parental CHO-K1 cells; Fluo-8 calcium fluorescence; scaled to maximal ATP response, vehicle zero; actives 0.48% (n = 360,000); activation, % at 3 µM; AID 602248; in the data active means activation above about 15%;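 further: untransfected CHO-K1 host cells lacking M1 receptor as counterscreen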
CHO-K1 Ca antag: counter-screen for M1 antagonists: effect in parental CHO-K1 cells; ATP-induced calcium, Fluo-8 fluorescence; actives 0.6% (n = 360,000); inhibition, % at 3 µM; AID 602250;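 active means inhibition above a per-plate cutoff, the plate's mean sample inhibition plus 3 SD, cut at about 24% in these data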;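 further: 0% = DMSO plus EC80 ATP and 100% = DMSO alone without ATP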
M5 PAM: CHRM5 positive allosteric modulation | P08912 | CHO-K1 hM5, Fluo-8 calcium, ACh EC20 PAM; 0% = ACh EC20, 100% = ACh EC100 | activation, % at 3 µM | actives 0.3% (n = 360,000) | AID 624038;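 active means activation above the run cutoff, the mean activation of all test compounds plus 3 SD, cut at about 18% in these data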
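System: CHO-K1 cell line with stable human muscarinic M5 receptor expression | Also added: EC20 acetylcholine as agonist stimulus | Compound: One concentration, 3 µM final (nominal) | Timing: Fluo-8 loading 80 min at 37 °C plus 30 min room temperature | Measured by: Fluo-8 calcium dye fluorescence, kinetic read | Read-out basis: % activation, ACh-normalized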
M1 PAM parental: M1 PAM counterscreen hit in parental CHO-K1 cells; ATP EC20, Fluo-8 calcium fluorescence; 0% at ATP EC20, 100% at ATP max; activation, % at 3 µM; actives 0.02% (n = 360,000);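 active means activation above the run cutoff, the mean activation of all test compounds plus 3 SD, cut at about 40% in these data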;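 further: peak over basal fluorescence ratio in a 140 s read after ATP addition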
CHRM4 PAM: positive allosteric modulators of human muscarinic M4 receptor; CHO-K1 hM4/Gqi5, Fluo-8 calcium fluorescence, ACh EC20; 0% = ACh EC20, 100% = maximal ACh; activation, % at 3 µM; actives 0.4% (n = 360,000); AID 624126;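 active means activation above its plate's cutoff, the mean activation of sample wells plus 3 SD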; further: some results filed as inactive read as strong as hits
CHRM5 antagonist: blocks acetylcholine activation of human M5 receptor | P08912 | CHO-hM5 cells, Fluo-8 calcium fluorescence, ACh EC80 | inhibition, % at 3 µM | actives 0.59% (n = 360,000) | AID 624040;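 active means inhibition above a per-plate cutoff, the mean of that plate's test compounds plus 3 SD, cut at about 27% in these data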;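 further: 0% = acetylcholine EC80 with DMSO and 100% = DMSO without agonist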
Active calls of the source: *.

compound,CHRM4 antagonist,M5 ag,CHRM4 agonist,M1 ag parental,CHO-K1 Ca antag,M5 PAM,M1 PAM parental,CHRM4 PAM,CHRM5 antagonist
Cc1nnc(C)c2c(C)n(-c3ccc(Cl)c(N)c3)c(C)c12,13.0,-4.5,0.7,1.4,-10.3,-1.0,-0.1,-7.6,9.4
N/C(=N\NC(=O)Nc1ccc(Cl)cc1)c1ccccn1,13.4,0.0,0.3,0.5,-4.3,1.2,-3.8,-4.9,-0.1
Cc1ccc(CSCCNC(=O)CSc2ccccc2)cc1,1.4,-6.6,-1.3,0.3,-6.7,2.5,23.4,0.3,-1.7
Cc1cc(C)c(S(=O)(=O)N2CCN(C(=O)C3CC3)CC2)c(C)c1,-5.6,0.8,1.4,1.6,1.9,3.6,-0.7,-0.8,2.7
O=C1CCc2cc(S(=O)(=O)Nc3ccccc3F)ccc2N1,6.6,0.8,0.6,0.6,-12.4,-0.1,-1.2,-4.3,6.1
O=C(NCCN1CCOCC1)NC1(C(F)(F)F)Oc2ccccc2O1,0.8,-9.9,1.6,0.4,-12.5,3.2,13.5,2.7,-6.1
Cc1ccc(S(=O)(=O)N2CCC(C(=O)N[C@H](C(=O)NC3CCS(=O)(=O)C3)C(C)C)CC2)cc1 (some centres undefined),-2.0,2.7,0.3,-0.4,-3.5,2.4,6.1,2.7,-6.8
COC(=O)c1nc(N)sc1-c1ccccc1,-8.5,-5.2,1.7,0.1,-3.0,-1.5,7.2,5.0,15.7
Cc1ccc(NC(=O)CN2C(=O)S/C(=C\c3ccc(C(=O)O)cc3)C2=O)cc1,-2.6,4.6,0.2,0.8,-14.2,5.2,19.9,-1.9,8.6
Cc1cnn(-c2cc(N/N=C/c3ccccc3Cl)ncn2)c1,-5.8,-1.7,0.5,-0.5,-2.7,4.0,-2.3,-0.9,-2.3
COc1ccccc1NC(=O)c1ccc[n+]([O-])c1,-4.5,-2.1,0.2,0.6,4.9,-1.2,17.6,4.1,1.8
CN(C)CC(=O)c1c(N)n(Cc2ccccc2)c(=O)n(C)c1=O,13.8,-1.5,1.1,11.9,-2.5,0.8,10.1,-6.7,5.7
Cc1ccccc1N(C(=O)CNC(=O)c1ccco1)C(C(=O)NC1CCCC1)c1ccncc1 (centres undefined),-3.9,-2.8,1.2,0.6,-12.2,-1.5,-2.8,4.6,18.4
O=C(c1ccc(F)cc1)C1CCN(C(=S)NCC2CCCO2)CC1 (centres undefined),1.0,4.7,3.1,5.5,-18.2,-6.7,13.4,-4.6,9.6
O=C(O)Cc1sc(Nc2cccc3ccccc23)nc1-c1ccc(F)cc1,16.2,-1.0,9.9,9.4,19.6,-9.8,-5.3,-11.2,10.1
CC(=O)Nc1cccc(Nc2nc(-c3cccs3)nc3ccccc23)c1,1.1,1.4,13.2,4.1,-7.1,-10.7,11.7,-7.3,9.6
COC(=O)CNC(=O)CN1C(=O)N(c2cccc(Cl)c2)C(N(O)C(=O)Nc2cccc(Cl)c2)C1(C)C (centres undefined),-0.2,-1.4,3.4,5.6,-5.8,1.3,18.0,2.8,-3.5
COc1ccc(C2(O)CCN(C(=O)c3ccc4c(c3)OCO4)CC2)cc1,-3.1,-2.3,1.1,-0.3,8.2,3.0,-3.9,0.0,-11.5
Cc1ccc(NC(=O)N(Cc2cc3cc(C)cc(C)c3[nH]c2=O)CC2COCCO2)cc1 (centres undefined),3.4,-4.4,1.2,-0.3,-8.3,0.0,4.8,6.9,1.2
CC(C)c1nnc(NC(=O)C2c3ccccc3Oc3ccccc32)s1,-0.1,7.6,4.4,2.1,-5.3,11.8,17.1,-5.7,-5.7
O=C(N/N=C/c1cnc(N2CCCCC2)s1)c1ccc(Cl)cc1,5.8,-1.8,0.5,0.2,-13.8,-0.9,22.4,-3.0,1.8
O=C(CN1C(=O)NC2(CCCCCC2)C1=O)Nc1cccc(F)c1,-2.7,1.3,1.2,-0.1,10.9,-9.8,-18.6,1.4,3.4
CCC1C(=O)C[C@H]2CCN3C(=O)CCCC1C23 (some centres undefined),-3.9,1.3,0.8,-0.2,-13.1,-2.1,-0.4,2.9,-0.8
C=CCOc1ccc(C2/C(=C(/O)c3ccc(OC)cc3)C(=O)C(=O)N2CCN2CCNCC2)cc1 (centres undefined),1.0,-4.4,1.0,9.3,8.1,-4.0,2.6,-5.4,7.9
O=c1[nH]c2ccccc2cc1CN(Cc1ccco1)S(=O)(=O)c1ccc(F)cc1,-11.2,6.5,21.5,7.9,-10.3,-11.0,10.9,-13.8,2.1
Cc1cc(-c2ccccc2)n(-c2ccc(C(N)=O)cc2)n1,6.0,-5.1,0.1,0.9,-1.5,0.2,15.2,-5.9,2.3
CCc1cccc(C)c1NC(=S)NCCc1c(C)[nH]c2ccc(C)cc12,-15.2,-2.1,2.5,-0.4,1.3,-2.4,7.6,0.8,2.5
O=[N+]([O-])c1ccc(F)c(N=Cc2ccc(Br)s2)c1,3.7,0.5,2.0,1.1,-9.5,-2.8,16.1,-3.8,-0.8
CCn1c2ccccc2c2nnc(SCC(=O)Nc3ccc4c(c3)OCO4)nc21,4.8,-0.2,2.3,1.4,-23.0,1.7,15.9,-4.4,-0.6
CCC(C)c1ccc(OCCn2cc(/C=N/NC(=O)CSc3nnc(C)s3)c3ccccc32)cc1 (centres undefined),7.1,-11.0,0.2,0.1,-14.0,-8.0,3.3,-1.2,4.9
O=C1C=C(c2ccccc2Oc2ccccc2)C[C@@H](c2ccc(F)cc2)C1,-3.7,-0.4,-0.4,0.8,-6.8,-3.4,6.7,-6.0,-7.5
CC(C)Cc1nnc(NC(=O)CCNC(=O)c2ccccc2Cl)s1,-8.9,2.5,1.2,0.3,-5.0,3.0,9.2,8.3,3.0
Cc1[nH]n(-c2ccccc2)c(=O)c1CCO,-7.7,1.3,0.1,-0.8,7.0,4.2,0.1,2.4,-14.8
O=C(CSc1nc2ccccc2o1)Nc1ccccc1,-2.9,4.0,2.1,3.6,-14.3,-0.3,19.1,-0.9,-2.7
COc1ccc(C)cc1N(CC(=O)NCCSCc1ccco1)S(=O)(=O)c1ccc(C)cc1,-2.1,-3.4,9.4,2.1,-15.7,-2.8,-1.1,-8.2,14.8
CC(=O)c1ccccc1NC(=O)COC(=O)/C=C/c1ccc(C)o1,-3.1,-2.5,3.8,2.5,-16.1,-3.8,4.4,-4.1,6.0
COc1ccc(NC(=O)c2cc(S(=O)(=O)N3CCCC3)ccc2C)cn1,-7.5,3.0,2.5,0.6,-8.0,2.7,11.8,2.4,5.0
COc1cc(/C=C/C(=O)NC(C)C)ccc1OCc1ccccc1,4.5,-1.2,0.7,1.8,-14.6,-2.9,23.0,-4.5,5.7
C=CCn1c(C)c(/C=C/c2cc[n+](C)cc2)c2ccccc21,-4.4,2.5,3.6,6.3,-5.5,4.6,6.9,1.3,-4.3
O=C(Oc1ccccc1Cl)c1ccccc1,-14.1,-0.8,0.8,-0.2,-11.4,12.3,9.1,0.5,-3.3
OCc1ccccc1-c1nc(NCC2CC2)nc2ccsc12,-0.4,-4.3,0.1,-0.2,-9.4,-1.5,14.2,-5.3,8.1
CCCN(CCC)C(=O)CC(c1ccccc1)c1cc(Br)ccc1O (centres undefined),-5.6,-6.5,0.7,-0.2,-22.2,-12.9,8.1,-1.8,-4.8
O=C(Nc1c(C(=O)N2CCN(c3ccccn3)CC2)oc2ccccc12)c1ccc([N+](=O)[O-])cc1,2.0,1.1,1.2,0.8,-10.9,8.0,1.0,-0.8,-4.5
CC1(C(=O)NCc2cccc(C(F)(F)F)c2)CCN1Cc1ccc(-c2ccccc2)o1 (centres undefined),3.7,-1.9,-1.6,-0.7,0.4,-5.5,-4.2,-10.3,5.2
Cc1ccc(CNC(=O)C2CCC(=O)N2CCc2ccccc2)cc1 (centres undefined),-2.5,0.4,0.7,1.0,-11.2,-3.1,17.3,-2.6,3.1
CCOC(=O)c1c(S(=O)(=O)NCC2CCN(CCc3cccs3)CC2)c(C)n(C)c1C,21.5,-5.7,20.9,3.9,-2.4,-9.9,-8.2,-12.6,19.9
O=C(NC(=S)Nc1cccnc1Cl)c1ccc(F)cc1,-15.0,-1.1,3.7,1.1,-18.8,3.2,9.9,6.7,2.3
Cc1ccc(-c2csc3nc[nH]c(=O)c23)c(C)c1,-17.4,0.2,4.6,1.5,-9.6,3.5,6.6,7.5,-2.0

Part of the list above, with values under each structure:
Under each structure – CHRM4 antagonist, M5 ag, CHRM4 agonist, M1 ag parental, CHO-K1 Ca antag, M5 PAM, M1 PAM parental, CHRM4 PAM, CHRM5 antagonist
COc1ccc(NC(=O)c2cc(S(=O)(=O)N3CCCC3)ccc2C)cn1
    -7.5, 3.0, 2.5, 0.6, -8.0, 2.7, 11.8, 2.4, 5.0
Cc1ccc(CNC(=O)C2CCC(=O)N2CCc2ccccc2)cc1 (centres undefined)
    -2.5, 0.4, 0.7, 1.0, -11.2, -3.1, 17.3, -2.6, 3.1

Next part.
compound,CHRM4 antagonist,M5 ag,CHRM4 agonist,M1 ag parental,CHO-K1 Ca antag,M5 PAM,M1 PAM parental,CHRM4 PAM,CHRM5 antagonist
COc1cc(C(C)=O)ccc1OC(=O)N1CCOCC1,-11.3,0.9,-0.7,0.0,10.8,3.6,-13.5,3.8,-1.9
COc1ccc2sc(N3C(=O)CC(Cc4cccc(C)c4)C3=O)nc2c1 (centres undefined),3.1,-1.5,-0.5,0.4,-19.1,-11.7,11.6,1.8,9.3
CN(C(=O)CN1C(=O)/C(=C/c2ccc(Cl)cc2)SC1=S)C1CCS(=O)(=O)C1 (centres undefined),-4.0,-4.6,1.0,0.6,-4.6,2.1,-0.6,8.4,-3.4
CCOc1ccc(S(=O)(=O)N2CCC(C(=O)NCCc3ccccc3)CC2)cc1,7.8,-3.5,0.7,0.3,19.1,-7.2,-13.6,-6.2,5.6
